# From PubChem
# hcDAF12 agonist: H. contortus DAF-12 activation, primary screen; activation, % at 6.8 µM; AID 652067; 1.4% of 370,000 active; HEK293 hcDAF-12 lit1-tk-luc reporter, luminescence; 0% DMSO, 100% Δ7-dafachronic acid;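 active = activation above the mean of all tested compounds plus 3 SD, cut at about 5.5% in these data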;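 note: 100% = response to 3 µM Δ7-dafachronic acid high control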
# ADAM10 inh: inhibitors of human ADAM10. inhibition, % at 7 µM. AID 720582. 0.62% of 370,000 active. O14672. recombinant ADAM10, EDANS/DABCYL FRET peptide cleavage, 3 h;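 active = inhibition above a per-campaign cutoff equal to the mean of compounds falling between control-based bounds plus 3 SD, cut at about 20% in these data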;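 note: 0% = DMSO wells while the 100% control is not disclosed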
# FXN GAA850 act: frataxin GAA850 promoter activation; HEK293 lucGAA850 FXN promoter luciferase reporter, 24 h; percent of 10 µM SAHA response; activation, % at 6 µM; 0.56% of 360,000 active;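 active = activation above the average of all compounds screened plus 3 SD, cutoff fixed separately per campaign, cut at about 7.5% in these data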;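 note: 0% = DMSO wells and 100% = 10 µM SAHA wells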
# hgDAF-12 ag: activates the H. glycines DAF-12 receptor ligand-binding domain; HEK293 GAL4-hgDAF12 UAS-luciferase reporter, agonist luminescence; normalized to butyrate control; activation, % at 6.8 µM; 1.8% of 370,000 active;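 active = activation above a cutoff set at the mean of all screened compounds plus 3 SD, cut at about 10% in these data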;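 note: 0% = DMSO wells and 100% = sodium butyrate wells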
# SMARCA2 activ: activators of SMARCA2 function. MG213 cells, MMTV-luciferase reporter, dexamethasone, overnight. activation, % at 9.1 µM. 1% of 370,000 active. AID 652017; in the data active = activation above about 7.8%;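 note: 0% = vehicle wells and 100% = reference activator wells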
# NPR1 activator: GC-A (human) enzyme activation. P16066. HEK293 GC-A cells, cGMP TR-FRET, EC30 ANP; 0% at EC30 ANP, 100% saturating ANP. activation, % at 10 µM. 0.14% of 370,000 active. AID 1671463; in the data active = activation above about 40%
# Target sequence (P16066 whole entry, looked up): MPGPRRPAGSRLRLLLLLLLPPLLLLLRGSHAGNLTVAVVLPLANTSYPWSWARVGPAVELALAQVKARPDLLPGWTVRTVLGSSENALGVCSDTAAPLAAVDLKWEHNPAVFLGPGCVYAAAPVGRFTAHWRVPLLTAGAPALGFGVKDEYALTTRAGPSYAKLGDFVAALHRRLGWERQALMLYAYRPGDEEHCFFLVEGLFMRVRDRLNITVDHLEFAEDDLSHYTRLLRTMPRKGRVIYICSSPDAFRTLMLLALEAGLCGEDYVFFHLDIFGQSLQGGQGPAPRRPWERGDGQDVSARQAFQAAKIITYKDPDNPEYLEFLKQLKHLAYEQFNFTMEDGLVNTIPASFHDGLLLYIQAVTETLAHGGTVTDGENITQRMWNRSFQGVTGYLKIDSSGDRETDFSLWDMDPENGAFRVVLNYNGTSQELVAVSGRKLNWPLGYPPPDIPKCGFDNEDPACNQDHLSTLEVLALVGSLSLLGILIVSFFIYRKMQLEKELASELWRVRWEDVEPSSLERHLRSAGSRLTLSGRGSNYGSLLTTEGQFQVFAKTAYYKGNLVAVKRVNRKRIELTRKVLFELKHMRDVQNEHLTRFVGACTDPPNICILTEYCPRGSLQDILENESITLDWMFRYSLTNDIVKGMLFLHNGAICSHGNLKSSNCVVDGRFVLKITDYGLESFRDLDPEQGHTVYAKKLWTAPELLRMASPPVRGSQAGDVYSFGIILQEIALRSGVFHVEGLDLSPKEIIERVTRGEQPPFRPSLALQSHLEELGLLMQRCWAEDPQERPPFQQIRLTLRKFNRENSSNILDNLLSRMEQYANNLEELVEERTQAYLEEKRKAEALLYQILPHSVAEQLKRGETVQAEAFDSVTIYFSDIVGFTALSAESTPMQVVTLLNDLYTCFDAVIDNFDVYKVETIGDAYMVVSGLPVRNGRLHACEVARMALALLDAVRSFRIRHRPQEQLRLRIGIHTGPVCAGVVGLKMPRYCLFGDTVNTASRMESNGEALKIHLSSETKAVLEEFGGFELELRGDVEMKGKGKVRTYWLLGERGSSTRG
# DAX1 inh-1: NR0B1 (DAX1) inhibition; P51843; HEK293 Gal4-DAX1 luciferase reporter, luminescence; inhibition, % at 6.75 µM; 0.99% of 340,000 active; AID 504766;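 active = inhibition above the mean over all tested compounds plus 3 SD, cut at about 4.2% in these data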;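 note: 0% = DAX1-transfected cells with DMSO and 100% = empty-vector control cells with DMSO; inhibition shows as a rise in luminescence from relieved DAX1 repression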
# DAX1 inh-2: inhibitors of DAX1 repression of SF-1 activated StAR promoter; HEK293T StAR-luciferase reporter, SF-1/DAX-1 repression relief; AID 652010; inhibition, % at 6.8 µM; 1.1% of 370,000 active;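 active = inhibition above the mean over all tested compounds plus 3 SD, cut at about 3.6% in these data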;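 note: 0% = DAX-1 cells with DMSO and 100% = cells lacking DAX-1 with DMSO; higher inhibition means more luminescence from relief of DAX-1 repression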
# ssDAF-12 act: S. stercoralis DAF-12 activation, primary screen | HEK293 ssDAF-12/GRIP1 lit1-tk-luc reporter, luminescence; % of 3 µM dafachronic acid response | activation, % at 6.8 µM | 1% of 370,000 active | AID 652126;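 active = activation above the mean over all tested compounds plus 3 SD, cut at about 0.9% in these data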;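 note: 0% = DMSO-only wells and 100% = 3 µM delta7-dafachronic acid wells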
# PG9 Ab binder: binds the HIV-1 gp120 antibody PG9 | TR-FRET gp120-PG9 antibody binding | inhibition, % at 6.7 µM | 0.43% of 360,000 active; in the data active = inhibition above about 8.5%
# ADAM17 inh: ADAM17 inhibition, QFRET primary screen. inhibition, % at 6.95 µM. 0.83% of 370,000 active. P78536. recombinant ADAM17, EDANS/DABCYL FRET peptide cleavage. AID 720648;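 active = inhibition above the mean of compounds lying between control limits plus 3 SD, set per campaign, cut at about 8.5% in these data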;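 note: 0% = DMSO-only wells as the low control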
# * = called active by the depositor; i = inactive; / = no result given. This is a random part of the collection. About 6.8% of those tested had a hit in this group.
item	mol	hcDAF12 agonist	ADAM10 inh	FXN GAA850 act	hgDAF-12 ag	SMARCA2 activ	NPR1 activator	DAX1 inh-1	DAX1 inh-2	ssDAF-12 act	PG9 Ab binder	ADAM17 inh
1	O=C(C[C@@H]1C[C@@H]2c3cc(NS(=O)(=O)c4ccc(F)cc4)ccc3O[C@@H]2[C@H](CO)O1)NCc1ccc(Oc2ccccc2)cc1	-3.0	5	/	-4.9	-5	-5	/	-1.1	-0.9	-0.1	-2
2	CC1CC(CCC(=O)NC(=S)Nc2ccc(S(N)(=O)=O)cc2)C(=O)O1 (stereo not given)	-1.2	3	0.9	-3.0	0	-3	0.9	0.0	-1.1	-0.9	4
3	O=C(c1cccc(N2CCCC2=O)c1)N1CCN(c2ccc(F)cc2)CC1	-0.3	-6	0.1	-2.5	-5	4	0.5	0.0	-1.3	-2.4	-2
4	COc1ccc(OCc2cc(C(=O)NC3CCc4ccccc43)no2)c(Cl)c1 (stereo not given)	3.1	8	-1.2	-1.9	-2	-2	0.9	0.2	-0.7	-1.8	1
5	COc1ccccc1NCC(=O)n1nc(C)cc1C	0.4	1	0.7	5.2	-2	-2	-0.1	-0.5	-1.0	-0.7	-5
6	CN(C)S(=O)(=O)c1ccc(NC(=O)COc2ncnc3sccc23)cc1	-0.7	-3	0.5	-0.2	-2	0	0.3	0.5	-0.9	1.2	-3
7	COc1ccc(N(C(=O)Cn2cnc3ccccc32)C(C(=O)NC2CCCCC2)c2ccccc2)cc1 (stereo not given)	-1.9	8	-2.5	-1.9	-3	-14	-0.3	0.8	-1.1	-0.1	0
8	O=C(NCc1cccnc1)c1cc(Cl)ccc1[N+](=O)[O-]	-0.8	-2	1.5	4.1	1	-1	1.1	0.7	-0.8	1.0	-1
9	COCCN1CCN(c2c3c(nc4cc(-c5cccc(F)c5)nn24)CCC3)CC1	-1.7	-4	1.1	-2.7	3	0	-1.1	-0.5	-1.8	-0.6	-6
10	O=C1CCCC2=C1C(c1cccc(Br)c1)n1nc(-c3ccco3)nc1N2 (stereo not given)	-1.9	-67	-6.0	-1.9	0	-20	0.6	-1.8	-1.5	0.0	-17
11	Clc1ccc(N2CCN(Cc3c[nH]c4ncccc34)CC2)cc1	-2.4	-1	-1.3	1.1	-2	-4	-1.3	-0.6	-1.7	-1.0	1
12	Cc1ccc2c(c1)N(CC(=O)N1CCC(O)CC1)C(=O)CO2	1.7	-4	-0.7	-0.7	-5	-5	0.4	0.0	-0.8	-0.3	-5
13	CC(C)C[C@H](NC(=O)c1nc[nH]c1C(=O)N(C)Cc1ccccc1)C(=O)OC(C)(C)C	-0.2	14	0.6	-2.2	0	-4	-0.6	0.1	-1.3	-2.9	5
14	CCN(CC)c1ccc(/C=N/N2CC(=O)NC2=S)cc1	-1.5	-49	0.6	-0.3	-3	0	0.5	-1.8	-1.4	-4.9	-6
15	COCC(=O)Nc1ccc(C(N)=O)cc1	0.3	0	0.1	0.4	0	4	1.4	0.3	-1.7	-0.3	-3
16	OCC[C@H]1C[C@@H](O)[C@H](O)[C@@]2(CCCCO2)O1	-0.9	-15	-1.9	-0.2	-1	0	0.6	-0.1	-1.4	1.6	-5
17	Cc1cccc(N2C(=O)C(Cl)=C(N3CCOCC3)C2=O)c1	-1.8	-8	-0.1	0.1	-4	-6	2.4	-0.4	-0.6	0.4	-2
18	CC(=O)c1c(C)nc(-c2ccc3c(c2)OCO3)n1O	-1.1	6	-1.2	0.4	3	-5	0.0	-0.4	-0.5	-1.1	-5
19	CC1=CC(C)(C)NC(=S)N1c1cccc2ccccc12	-2.2	-4	-2.2	-1.4	0	-4	0.3	-0.3	-0.3	0.5	-5
20	CC1CCCCN1S(=O)(=O)c1cccc(S(=O)(=O)N2CCOCC2)c1 (stereo not given)	-1.4	3	-0.6	0.9	0	6	-1.2	0.3	-1.8	-0.6	0
21	Cc1nc(CSc2ccc(Cl)cc2)cc(N2CCOCC2)n1	-0.5	0	2.6	2.2	0	-2	0.8	0.5	-1.0	-2.6	-2
22	COc1cccc(NC(=O)C2(C)CCN2Cc2ccccc2Cl)c1 (stereo not given)	-3.3	13	0.5	-0.5	1	1	/	-1.1	-1.7	-1.2	3
23	COC(=O)c1[nH]c(C)c(/C(O)=C2\C(=O)C(=O)N(CCN3CCOCC3)C2c2cccnc2)c1C (stereo not given)	-1.1	0	0.0	-0.4	0	0	-0.1	0.2	-1.5	0.8	-2
24	COc1ccc(-c2nn(-c3ccccc3)cc2/C=N/N2C(=O)CSC2=S)cc1	-0.6	5	1.5	3.3	-2	-4	1.3	0.9	-1.7	-2.3	2
25	NNC(=O)c1nc(-c2cccc(-n3cccc3)c2)no1	0.1	-10	-1.0	-2.0	-3	-4	0.1	0.7	-0.7	0.6	-2
26	C(=C\c1ccccn1)/c1cccnc1	-0.5	6	2.2	5.7	5	-6	1.3	0.4	-1.0	-3.0	-5
27	CCN(CC(=O)NCc1ccc(Cl)cc1)C(=O)CSCC(=O)Nc1cccc(C)c1	-1.2	0	-0.9	1.1	-1	-6	0.3	-1.1	-0.9	0.7	-1
28	O=C(NCC(c1cccs1)N1CCOCC1)C1CCN(S(=O)(=O)c2cc(Cl)ccc2Cl)CC1 (stereo not given)	-1.3	0	2.3	2.9	0	2	0.2	-0.7	-1.3	-1.7	0
29	COc1cccc(/C=C(\C#N)C(=O)NC2CCS(=O)(=O)C2)c1 (stereo not given)	0.5	1	-3.9	0.4	1	-1	0.5	0.1	-1.0	-2.6	1
30	COCCn1c(SCC(=O)Nc2ccc3[nH]c(=O)[nH]c3c2)nc2ccccc21	0.1	-23	-0.7	2.4	1	-4	-0.9	0.8	-0.8	-0.2	-3
31	CCCOc1ccc(C(=O)NNC(=O)CCNC(=O)c2ccco2)cc1OC	-0.2	1	-1.5	4.4	-1	3	1.1	-0.6	-1.1	0.4	-1
32	CC1CCCN(C(=O)CCCNC(=O)c2ccc(Cl)cc2)C1 (stereo not given)	0.7	-8	0.3	-1.1	4	1	1.0	-1.1	-1.0	-0.5	-2
33	CCCOC(=O)CCCC[C@H]1SC[C@@H](NC(=O)OC)[C@H]1NC(=O)OC	-1.8	2	0.7	-2.4	-3	3	1.2	0.2	-0.7	-2.2	5
34	Oc1ccccc1N1CCN(c2ncccn2)CC1	-2.8	2	1.5	0.2	-2	0	0.5	0.1	-1.6	2.0	-5
35	CCOC(=O)c1cn(CC(=O)Nc2ccc(OC)cc2OC)nn1	-0.4	1	2.8	1.7	0	0	-1.0	-0.4	-1.8	-0.5	0
36	COc1cc2c(C(=O)N3CCN(c4ccccc4)CC3)c(C)oc2cc1Br	0.0	-3	-0.2	-2.6	0	5	0.1	-0.3	-0.9	-0.5	-3
37	COc1cccc(CSc2nnc(-c3cccnc3)n2Cc2ccccc2)c1	-1.9	-12	/	1.7	-4	-10	/	1.0	-1.7	/	-2
38	COc1ccc(CN2C(=O)[C@@H]3C(c4ccccc4Cl)=NO[C@@H]3C2=O)cc1	-1.5	-1	-1.4	3.7	1	-4	-0.4	0.0	-0.7	-2.9	-3
39	O=C(Nc1cccc(-c2cnc3ccccc3n2)c1)c1ccc(Cl)cc1	-0.7	1	-0.3	-0.7	5	3	-0.2	0.2	-1.2	-1.5	-7
40	CCOC(=O)c1cc(-c2ccccc2)n(CC(=O)Nc2ccc(OC)c(OC)c2)c1C	-2.4	-1	3.2	-0.7	-4	-4	0.6	-0.6	-1.3	-1.5	1
41	Cc1nnc(NC(=O)c2ccc(S(=O)(=O)N3CCc4ccccc4C3)cc2)o1	0.5	5	3.0	2.2	1	-2	2.5	-0.1	-0.6	0.6	1
42	COCc1nc2oc3ccccc3c(=O)c2cc1C(=O)OC	0.4	-10	6.8	5.7	1	3	1.0	0.1	-1.0	-1.9	-6
43	CCCc1nc(SCc2ccccn2)c2c(=O)n(C)c(=O)n(C)c2n1	-2.8	9	1.3	-4.9	-2	5	-0.1	-0.6	-1.3	-1.9	1
44	CCS(=O)(=O)N1CCN(C(C)CCc2ccccc2)CC1 (stereo not given)	-0.5	-6	-0.3	2.3	2	-3	-0.4	-0.2	-0.7	-0.5	-2
45	c1ccc2c(c1)CC/C2=N/Nc1nc2ccccc2[nH]1	4.8	-4	6.1	14*	6	-2	1.5	7.3*	0.2	-7.0	-3
46	O=C(c1cc(-c2ccccc2)on1)N1CCCc2ccccc21	-1.3	-3	1.7	2.2	4	-1	0.8	-0.5	-1.3	-1.2	0
47	NC(=O)CC(NC(=S)NCc1ccccc1)C(=O)O (stereo not given)	-1.9	-3	-0.4	-3.5	-2	-2	-1.0	0.3	-1.4	1.5	-5
48	COc1ccc(Cl)cc1NC(=O)NC(C)c1ccncc1 (stereo not given)	-0.4	6	1.7	0.9	7	-8	0.7	-0.2	-1.2	0.7	2
49	CCc1ccc(CN(C)C(=O)c2ccc3c(c2)OCCO3)cc1	0.2	5	-0.3	-1.3	0	8	0.2	0.2	-0.8	1.7	-1
50	COc1ccc(CSCC(=O)N/N=C/c2ccccc2OCc2ccccc2)cc1	-2.1	12	2.7	-0.5	0	-5	0.0	0.8	-1.7	-1.3	4
51	CN1CCN(CCOC2Cc3ccccc3Sc3ccc(Cl)cc32)CC1 (stereo not given)	3.1	-4	2.7	-1.2	0	21	0.1	0.6	-0.5	-0.1	-3
52	NNC(=S)Nc1ccc(OC(F)(F)F)cc1	-0.1	-5	1.2	-0.4	3	6	-0.2	0.2	-1.0	0.0	-3
53	Cc1cccc(NNC(=S)Nc2c(C)cccc2C)c1	-1.4	10	-2.1	-2.5	3	-1	-0.8	-0.5	-1.4	-0.7	0
54	COc1ccc(OC)c(C(=O)c2coc3ccc(O)cc23)c1	-1.6	-9	-0.4	0.5	-1	2	1.5	-0.9	-1.0	0.8	-4
55	CCOc1ccccc1Oc1coc2cc(OC(=O)c3ccco3)ccc2c1=O	-0.2	i	3.5	1.6	1	1	0.7	1.0	-1.1	0.0	-182
56	O=S(=O)(Nc1ccc(Br)cc1)c1cccc(NC(=S)NCCN2CCOCC2)c1	-2.1	9	0.0	-2.1	-3	3	-1.0	-0.8	-1.0	-0.9	4
57	Cc1ccccc1CN1CCN(C(=O)c2ccc(S(=O)(=O)NCc3ccco3)cc2)CC1	-0.9	-4	2.3	-2.8	-3	2	0.0	-2.2	-1.6	0.9	-2
58	COc1ccccc1/C=C/C=N/n1c(-c2cc(-c3ccccc3)n[nH]2)n[nH]c1=S	-1.2	-72	2.4	-2.0	-3	6	0.0	-0.2	-0.9	3.6	-15
59	O=C(NCCc1c[nH]c2ccccc12)OCc1cn(-c2ccc(Cl)cc2)nn1	0.5	-7	/	-0.2	-1	0	/	-0.9	-1.2	/	-3
